Compound activity deposited in PubChem by National Center for Advancing Translational Sciences (NCATS).
EPAC1 ag – activates human EPAC1 exchange factor; O95398; EPAC1 agonist qHTS, biochemical assay; response scale: 100% = response to 6.5 mM cAMP; Potency, µM (titrated, usually from 154 µM), inactives show top-dose activation, hits mostly activators; 360,000 compounds, 0.073% hits; further: potency means the concentration at half of the fitted maximal effect; nearly all actives have a fitted effect of over 60% in size
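Normalized to 6.5 mM cAMP, activity reflects EPAC1-catalysed release of BODIPY-GDP from Rap1B, followed kinetically over 30 min at 480 nm excitation, 540 nm emission. Reaction contained 100 nM EPAC1, 250 nM Rap1B-BODIPY-GDP, 50 uM GDP.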
PI5P4K alpha inh – blocks human PI5P4K alpha kinase activity. PI5P4Kalpha enzyme, ADP-Glo luminescence, 60 min; active compounds read low. max response, %. 330,000 compounds, 1.2% hits; active means max response of -50% or lower; inconclusive means between -30% and -50%; inactive means -30% or higher; further: value at the top dose of about 77 µM; on the % scale 0 is the no-effect control and ±100 the full control effect
Target sequence (P48426 whole entry, looked up): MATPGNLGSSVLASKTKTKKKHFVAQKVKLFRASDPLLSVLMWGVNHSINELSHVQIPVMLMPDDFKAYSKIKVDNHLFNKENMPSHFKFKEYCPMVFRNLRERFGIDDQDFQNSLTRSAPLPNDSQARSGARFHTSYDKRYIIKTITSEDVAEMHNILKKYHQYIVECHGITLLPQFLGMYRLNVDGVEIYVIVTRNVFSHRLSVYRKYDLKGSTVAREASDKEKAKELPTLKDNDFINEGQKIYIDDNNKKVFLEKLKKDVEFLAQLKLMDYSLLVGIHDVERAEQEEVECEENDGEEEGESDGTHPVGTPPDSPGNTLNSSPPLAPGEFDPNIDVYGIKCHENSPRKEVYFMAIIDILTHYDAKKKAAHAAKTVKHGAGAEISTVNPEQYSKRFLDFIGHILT
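Luminescence from ADP-Glo served as readout of PI5P4Kalpha activity in a qHTS format. Reaction: enzyme, substrate, compound, ATP at 5 microM final, 60 min at RT.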
WRN helicase inh – WRN helicase (human) inhibition | AID 651768 | Q14191 | 360,000 compounds, 0.46% hits | WRN helicase unwinding, fluorescent forked duplex, kinetic | Potency, µM (highest dose often 114 µM), for inactives: at the highest dose activity change, negative = inhibition, usual class: inhibitors; further: potency means the concentration at half of the fitted maximal effect; on the % scale 0 is the no-effect control and ±100 the full control effect; nearly all actives have a fitted effect of over 55% in size
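Kinetic red-fluorescence monitoring (525/598 nm) tracks WRN helicase activity after 100 nM fluorophore-quencher forked duplex and 2 mM ATP are added to 20 nM enzyme pretreated 15 min at room temperature with compound.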
Abeta rescue – restores growth of yeast expressing A-beta42 peptide. yeast expressing A-beta42, growth rescue, OD600, 48 h; response scale: 0% DMSO, 100% iron-clioquinol control. 410,000 compounds, 0.063% hits. AID 1347071. Potency, µM (highest dose often 46.1 µM), for the others: at the top dose growth rescue, hits mostly activators; further: potency means the concentration at half of the fitted maximal effect; nearly all actives have a fitted effect of over 55% in size
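Growth rescue measured by 600 nm absorbance after 48 h yeast culture at 30 C with compound. Values normalized between DMSO and an equimolar ferric chloride plus clioquinol control.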
PLK1 PBD inh – PLK1 (human) polo-box domain binding inhibition. P53350. Plk1 PBD binding of FITC phosphopeptide, fluorescence polarization. Potency, µM, for inactives: max response, negative = inhibition, hits mostly inhibitors. 360,000 compounds, 2.8% hits. AID 720504; further: potency means the concentration at half of the fitted maximal effect; series mostly up to about 57 µM; on the % scale 0 is the no-effect control and ±100 the full control effect; nearly all actives have a fitted effect of over 65% in size
Target sequence (P53350 whole entry, looked up, the tested form may be a part): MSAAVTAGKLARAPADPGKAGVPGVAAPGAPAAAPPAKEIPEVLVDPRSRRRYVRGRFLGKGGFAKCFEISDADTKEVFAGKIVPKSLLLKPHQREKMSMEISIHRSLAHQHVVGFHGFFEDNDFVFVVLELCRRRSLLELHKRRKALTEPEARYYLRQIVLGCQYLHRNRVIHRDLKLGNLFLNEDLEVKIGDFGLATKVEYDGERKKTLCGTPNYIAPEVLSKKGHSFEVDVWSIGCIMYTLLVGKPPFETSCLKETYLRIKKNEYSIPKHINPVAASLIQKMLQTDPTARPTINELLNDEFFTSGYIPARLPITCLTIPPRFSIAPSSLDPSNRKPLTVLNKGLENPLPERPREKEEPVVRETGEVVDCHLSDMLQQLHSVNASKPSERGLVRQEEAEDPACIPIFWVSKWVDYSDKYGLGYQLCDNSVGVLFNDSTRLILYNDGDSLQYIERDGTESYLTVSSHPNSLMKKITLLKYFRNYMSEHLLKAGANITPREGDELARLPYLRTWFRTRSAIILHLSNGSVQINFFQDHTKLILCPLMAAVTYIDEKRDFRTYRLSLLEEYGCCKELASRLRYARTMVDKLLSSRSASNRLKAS
IL-2 act – IL-2 activation. IL-2 activation reporter assay, cell-based qHTS; stimulated with anti-CD3/CD4/CD28 beads; in transgenic mouse T cells. activation, % (series mostly up to about 46 µM). 360,000 compounds, 0.065% hits; in the data active means activation above about 50%; inconclusive means mostly about 30% to 49%; further: 0% is about no effect
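First, unstimulated transgenic mouse T cells were exposed to compound for 60 min. Next, anti-CD3/anti-CD4-coated beads with anti-CD28 were added. Finally, after 18 h at 37 degrees C, EGFP and DsRed were imaged.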
EPAC1 antag – EPAC1 (human) antagonism; O95398; EPAC1 GEF assay, Rap1b-BODIPY-GDP exchange fluorescence; Potency, µM (titrated, usually from 115 µM), inactives show top-dose activity change, negative = inhibition, usual class: inhibitors; 360,000 compounds, 0.14% hits; AID 720709;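 further: potency means the concentration at half of the fitted maximal effect; plate controls were vehicle for no effect and positive control for full effect; nearly all actives have a fitted effect of over 50% in size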
FUS suppressor – FUS proteinopathy suppression in yeast. S. cerevisiae FUS-expressing, growth rescue, OD600, 24 h. Potency, µM (series often up to 76.6 µM), for inactives: top-dose growth rescue (activation), actives largely listed as activators. 390,000 compounds, 0.24% hits. AID 1347120;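 further: potency means the concentration at half of the fitted maximal effect; plate controls were DMSO vehicle for no effect and reference control for full effect; nearly all actives have a fitted effect of over 55% in size; some results filed as inactive show a strong effect at the top dose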
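Cultures pregrown in 2.5% raffinose medium are shifted to minimal medium containing 2% galactose to express toxic FUS. Compounds are tested at several concentrations. After 24hr at 30C, growth is quantified at 600 nm absorbance.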
Active calls of the source: *; ? = inconclusive; · = not tested or not shown; [ ] = remark or other dose. Unless noted, the call rests on the fitted dose curve; in most records, active means well fitted curve in the direction sought with a large enough effect; inconclusive means small, poorly fitted or top-dose-only effect, or another doubt; inactive means no such curve, though single readings can be large; an effect the other way counts as inactive or inconclusive.

SMILES	EPAC1 ag	PI5P4K alpha inh	WRN helicase inh	Abeta rescue	PLK1 PBD inh	IL-2 act	EPAC1 antag	FUS suppressor
COC(=O)c1cc(OC)c(OC)cc1NC(=O)c1cccc(C)c1	-2%	7	-16%	-3%	-10%	-1.0	-20%	·
O=C(COC(=O)c1ccccn1)Nc1nc(-c2cccc([N+](=O)[O-])c2)cs1	8%	1	-4%	-6%	-2%	-0.9	-18%	14%
COc1ccc(-c2coc3cc(OC(C)=O)ccc3c2=S)cc1	-1%	?	-8%	-38%[inhibitor]	12µM*	-0.5	-2%	26%
CCOc1ccc(N/C=C/C(=O)c2ccccc2)cc1	2%	-13	9%	-7%	3%	-0.7	6%	-18%
O=C(CN1C(=O)c2ccccc2C1=O)Nc1ccccc1N1CCOCC1	6%	-3	1%	5%	-14%	-0.4	-11%	2%
COc1ccccc1-n1cnc2cc(C(=O)N3CCOCC3)ccc21	-10%	1	-3%[57.1 µM]	20%	-9%	4.4	-2%	-3%
CO[C@@H]1CN(C)C(=O)c2ccc(NS(=O)(=O)c3c(C)noc3C)cc2OC[C@@H](C)NC[C@@H]1C	-1%	0	3%	-5%	4%	1.2	18%	-6%
CCc1ccc(N(CC(=O)NC(C)(C)CC)C(=O)CCC(=O)Nc2nccs2)cc1	-10%	8	-9%	-16%	-9%	-0.3	-14%	?
Brc1ccc(COn2ccnc2)cc1	-5%	4	-5%	1%	-7%	2.6	-17%	8%
CC(C)(C)n1nnnc1C(c1ccccc1F)N(Cc1ccco1)CC1CCCO1 (stereo not given)	22%	·	-14%	-21%	1%	-0.7	-20%	-2%
CCCCN1CC(=O)N2[C@@H]3c4cc(OC)ccc4OC[C@@H]3[C@H](C(=O)OCC)[C@]2(C)C1=O	8%	?	2%	-21%	24µM*	0.0	-2%	10%
CC(=O)OC1CCC2(C)C(=CCC3C4CC(=O)N(O)C(=O)C4(C)CCC32)C1 (stereo not given)	-2%	2	8%	-23%	4%	-0.1	0%	9%
COc1ccc(CCn2nnc(-c3ccc(NC(C)=O)c(Cl)c3)n2)cc1	5%	1	4%	8%	-1%	-0.6	-3%	-10%
N#Cc1ccc(-c2cccnc2)nc1SCC(=O)Nc1sc2c(c1C#N)CCC2	-2%	·	-1%[11.6 µM]	-11%	-7%	-2.2	-13%	43%
Cn1c(Cc2ccccc2)nnc1SCC(=O)Nc1ccc(N2CCOCC2)cc1	-6%	-9	-2%	-16%	?	-1.2	9%	23%
Cc1c(Cl)cccc1N1C(=O)CC(NNC(=O)c2cccnc2)C1=O (stereo not given)	-7%	-14	7%	17%	-1%	-0.7	-2%	·
COc1ccc(N2CC(C(=O)NCCN3C(=O)S/C(=C\c4cccnc4)C3=O)CC2=O)c(OC)c1 (stereo not given)	3%	8	0%[11.6 µM]	7%	-10%	0.0	-2%	·
Brc1ccccc1-c1nnc(CSc2nnc3sc4ccccc4n23)o1	3%	·	-8%	6%	-7%	-3.4	12%	?
Cc1ccc(/C(=N\O)c2oc3c(C)c4oc(=O)cc(C)c4cc3c2C)cc1	9%	-1	-14%	-16%	2%	-3.7	-20%	36%
CCOC(=O)CN(C(=O)COc1nc(-c2ccccc2)cc(C)c1C#N)c1ccccc1C	11%	2	-1%	-7%	-6%	-0.6	-7%	-1%
C=CCNC(=O)c1c(N)n(-c2ccc3c(c2)OCO3)c2nc3ccccc3nc12	-5%	·	-8%	-1%	1%	-2.2	6%	5%
CN(CC(=O)N1CCCCC1)S(=O)(=O)c1ccc(Cl)cc1	-14%	-3	9%	-24%	2%	-2.9	17%	10%
CC(=O)N1CCN(C(=O)C2(NC(=O)Nc3ccc(C)cc3)CCCCC2)CC1	-1%	3	4%	-4%	2%	0.7	9%	20%
CC(C)(C)CC(C)(C)n1nnnc1N	-5%	3	8%	-3%	-6%	2.6	7%	7%
CCOC(=O)c1sc(N)nc1C(C)(C)C	-5%	-3	-5%	27%	?	1.0	5%	0%
CCOC(=O)c1c(NC(=O)C2C3C=CC(C3)C2C(=O)O)sc2c1CC(C)(C)OC2 (stereo not given)	12%	-26	-27%	-12%	21µM*	3.7	2%	30%
CC1(S(=O)(=O)O)CC(=O)c2ccccc2C1=O (stereo not given)	4%	-2	-10%[11.6 µM]	0%	0%	13	-24%	-24%
CCc1cccc(C)c1NC(=O)COC(=O)CC1CCCC1	-8%	2	-7%	15%	1%	-0.1	1%	8%
Cc1c(Cl)cccc1N/C(=N/S(=O)(=O)c1cccs1)c1ccccc1	-7%	-6	2%	19%	-17%	-3.5	?	-13%
CNc1ncnc2c1ncn2[C@H]1CN(CCN2CCOCC2)C[C@@H](CO)O1	-2%	-3	-4%	-10%	-5%	1.5	4%	-3%

Brought forward from above: 4 entries, followed by the next part.
SMILES	EPAC1 ag	PI5P4K alpha inh	WRN helicase inh	Abeta rescue	PLK1 PBD inh	IL-2 act	EPAC1 antag	FUS suppressor
CC1(S(=O)(=O)O)CC(=O)c2ccccc2C1=O (stereo not given)	4%	-2	-10%[11.6 µM]	0%	0%	13	-24%	-24%
CCc1cccc(C)c1NC(=O)COC(=O)CC1CCCC1	-8%	2	-7%	15%	1%	-0.1	1%	8%
Cc1c(Cl)cccc1N/C(=N/S(=O)(=O)c1cccs1)c1ccccc1	-7%	-6	2%	19%	-17%	-3.5	?	-13%
CNc1ncnc2c1ncn2[C@H]1CN(CCN2CCOCC2)C[C@@H](CO)O1	-2%	-3	-4%	-10%	-5%	1.5	4%	-3%
N#CC(CCc1ccccn1)c1ccccc1 (stereo not given)	2%	-6	-17%	4%	8%	0.2	-1%	-2%
COc1ccc(C(C(=O)NC2CCCCC2)N(C(=O)CCl)c2ccccc2Cl)cc1 (stereo not given)	-6%	0	-10%	-7%	-9%	0.5	?	21%
Cc1ccccc1NC(=O)C1CCCN(S(=O)(=O)c2ccc3c(c2)C(C)(C)C(=O)N3C)C1 (stereo not given)	-6%	-2	-4%	-15%	-1%	0.6	0%	11%
CCCn1c(N)c(C(=O)COC(=O)c2c(C)noc2C)c(=O)n(C)c1=O	6%	3	10%	-5%	-10%	-1.9	-6%	-5%
O=C1CSC(c2ccccc2F)N1CCN1CCCCC1 (stereo not given)	-3%	4	3%	8%	1%	-1.6	1%	-5%
Cc1cccc(CN2CCc3c([nH]c4ccccc34)C2CC(C)C)n1 (stereo not given)	4%	1	-1%	0%	-13%	-5.0	-17%	6%
O=C1CCC[C@H]2c3[nH]c4ccccc4c3CCN12	-19%	5	2%	-16%	-2%	1.0	7%	-1%
COc1cc2c(cc1OC)C(c1ccccc1O)N(C1CC(=O)N(c3ccccc3)C1=O)CC2 (stereo not given)	4%	·	4%	-18%	-2%	-2.7	3%	?
COc1ccc(-c2nc(CS(=O)CC(=O)NCCC3=CCCCC3)c(C)o2)cc1 (stereo not given)	-19%	-3	0%	4%	-30%	-2.1	7%	31%
Cc1ccc(OCC(=O)Nc2ccc([N+](=O)[O-])cn2)cc1C	-7%	6	-2%	6%	-5%	2.3	-1%	2%
CCNC(=O)/N=C1/NC(=O)C(C(C)C)O1 (stereo not given)	8%	·	11%	-7%	-1%	0.7	11%	22%
CC1(Cc2ccccc2OC(F)(F)F)C(=O)Nc2ccc(OC(F)(F)F)cc21 (stereo not given)	-28%	9	-8%	0%	-12%	-0.5	?	10%
N=C1C(c2ccccc2)=C(O)CN1c1cccc(S(=O)(=O)N2CCCCC2)c1	2%	17	-2%	-1%	-6%	-3.8	11%	-4%
CC(c1ccc(F)cc1)n1cc(C(=O)NCCN(C)C)nn1 (stereo not given)	10%	3	1%	-7%	-7%	-1.7	5%	-13%
O=C1CCCN2N=C(SCC(=O)Nc3ccc(OC(F)(F)F)cc3)SC2=N1	3%	0	-14%	2%	-5%	0.4	-7%	-11%
O=C(NC(c1ccccc1)c1ccccn1)c1cccc([N+](=O)[O-])c1 (stereo not given)	-2%	-4	-8%	3%	5%	-2.4	-4%	-3%
NS(=O)(=O)c1ccc(NC(=S)NCc2cccc(Cl)c2)cc1	-6%	1	-6%	4%	-2%	0.8	8%	·
N#CC1=C(N)N(c2ccccc2C#N)C2=C(C(=O)CCC2)C1c1ccsc1 (stereo not given)	-2%	-2	-9%	-4%	1%	0.7	0%	·
O=C(CSc1ccc2nnc(-c3cccnc3)n2n1)Nc1ccc(F)cc1F	-3%	0	-26%	-5%	-9%	0.2	1%	10%
O=C1ON=C(c2ccccc2)/C1=C/c1ccccc1	-11%	-28	-3%	-14%	5.3µM*	-0.5	-28%	-2%
COc1ccc(-c2[nH]ncc2N=Nc2ccccc2)cc1	13%	22	-4%	21%	-10%	-1.8	5%	15%
O=C1CC2(CCCC2)C(=O)N1CN1CCN(S(=O)(=O)c2cc(F)ccc2F)CC1	1%	-12	3%	1%	-6%	-0.8	-18%	-59%
O=C1CC(c2cccc(Cl)c2)CC(O)=C1C=Nc1ccccc1 (stereo not given)	4%	-21	-5%	-4%	-6%	0.3	-19%	11%
O=C(NCc1ccco1)c1cc(-c2cccc(Cl)c2)on1	11%	·	-4%	-8%	-13%	-1.5	-1%	6%
COc1ccc(/C(C)=N/NC(=O)CNC(=O)C2COc3ccccc3O2)c(OC)c1 (stereo not given)	1%	-2	1%	8%	4%	0.4	5%	2%
COc1ccc(Nc2cc(C)nc3ccc(C)cc23)cc1	3%	6	-3%	-9%	-10%	1.1	-15%	-46%
COn1c(SC2CCCCC2)nc2ccccc2c1=O	20%	·	-7%	-2%	-21%	-2.5	-15%	-16%
Clc1ccccc1C=NNc1ccccn1	16%	11	2%	-1%	-3%	-4.7	-1%	·
Cc1ccc(Cn2c(C)c3cnn(CC(=O)NCCN4CCOCC4)c(=O)c3c2C)cc1	-5%	10	-1%	7%	-8%	-0.8	-8%	-17%
CCS(=O)(=O)N1CCCC(C(=O)Oc2ccc(Br)cc2)C1 (stereo not given)	2%	0	2%	-1%	-4%	0.7	7%	-18%
NC(=O)C1(C(=O)O)OC1(c1ccc(Cl)cc1)c1ccccc1Cl (stereo not given)	7%	-2	-17%	12%	-2%	0.4	-8%	-8%
C[C@@H]1CN([C@@H](C)CO)C(=O)c2cc(Br)cnc2O[C@H]1CN(C)C(=O)CN1CCOCC1	2%	8	-2%	7%	-5%	2.8	-13%	-33%
